From PubChem BioAssay
Lipid storage S3: qHTS Assay for Lipid Storage Modulators in Drosophila S3 Cells | Drosophila S3 cells, BODIPY lipid droplet fluorescence, 18-24 h; cells fed with added oleic acid | lipid storage change, negative = inhibition, % at the top dose, mostly 46.1 µM; hits show Potency in µM | 320,000 compounds, 0.64% hits | AID 2685; active = well fitted inhibition curve with a large enough effect in the signal ratio, with a control signal flat, not every such curve was filed as active; inconclusive = small, poorly fitted or top-dose-only effect, or effect the other way, or a change in a side signal; the % refers to the signal ratio
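Drosophila S3 cells loaded with oleic acid (400 uM, as added) and compounds at several concentrations; lipid droplets imaged by 488-nm laser-scanning cytometry, 500–530 nm intensity and object ratio to cell channel. Percent activity normalized to 20 uM Triacsin C.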
Lipid storage S3 cell count max: second read-out of Lipid storage S3, no call of its own (marks repeat the call); cell number change, %; measured here: cell count max response;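 cells counted by Cell Tracker Red CMTPX staining in the red channel; peak over a dose series mostly up to 46.1 µM; percent activity relative to internal control wells on each plate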
Active calls of the source: *; i = inactive; ? = inconclusive; / = no result given; [ ] = dose if it differs, or a comment. % is set by controls: 0 for no effect and ±100 for the full control effect; potency is the fitted concentration of half-maximal effect. This is a subset (hit frequency here may not be typical).

SMILES	Lipid storage S3	Lipid storage S3 cell count max
COc1cccc(N2CCN(S(=O)(=O)c3ccc4c(c3)CC(C)N4C(=O)C3CC3)CC2)c1 (stereo not drawn)	i	-11
COC(=O)Nc1c(-c2ccccc2)nc2ccc(Cl)cn12	10%	-10
CCOC(=O)c1cnc2cc(-c3ccc(Cl)cc3)nn2c1N	?	/
C[C@H]1CN=C(Nc2ccccc2)N1CC1CCC1	?	/
COc1ccc(OC)c(C2CC(=O)Nc3n[nH]c(-c4ccccc4)c32)c1 (stereo not drawn)	0%	-10
COc1ccc2[nH]c3c(c2c1)CCNC3c1ccc([N+](=O)[O-])o1 (stereo not drawn)	i	12
CCOC(=O)C(=O)Nc1ccc(S(=O)(=O)Nc2ncccn2)cc1	?	/
Cc1cccc(NS(=O)(=O)c2cc([N+](=O)[O-])ccc2C)n1	?	/
O=C(CSc1nc(=O)n2ccccc2n1)NCc1ccccc1	?	/
O=C(CSc1nnc(-c2ccc(F)cc2)o1)Nc1ccc(S(=O)(=O)N2CCCC2)cc1	9%	2
Cc1ccc(NCC(=O)N/N=C/c2c[nH]c3ccccc23)cc1	9%	10
O=C(O)Cn1nnc(COc2ccccc2)n1	i	13
Cc1ccc(Nc2nc3ccccc3nc2Nc2c(C)n(C)n(-c3ccccc3)c2=O)cc1	?	/
Cc1ccc(C(=O)NC2CCC(C)CC2)s1 (stereo not drawn)	?	/
O=C1S/C(=C/c2ccc(N3CCOCC3)o2)C(=O)N1Cc1ccc(F)cc1	-1%	-9
COc1ccc2c(c1OC)C(=O)N1c3ccccc3C(=O)N(c3ccccc3F)C21 (stereo not drawn)	?	/
COc1cc(-c2[nH]ncc2CN2CCN(c3cccc(C)n3)CC2)cc(OC)c1OC	?	/
O=[N+]([O-])c1cccc(Nc2c3ccccc3nc3ccccc23)c1	?	/
Cc1ccc(OCCN(C)C(=O)C2CCC(=O)N(CCCN3CCOCC3)C2)cc1 (stereo not drawn)	?	/
C=CCNC(=O)N1CCCC(N2CCN(c3ccccc3OC)CC2)C1 (stereo not drawn)	-9%	22
CCOc1ccc(N2C(=O)C3=C(C(c4ccc(Cl)cc4)=NCCN3)C2c2cccnc2)cc1 (stereo not drawn)	0%	8
CS(=O)(=O)c1ccccc1-c1nc(-c2ccc([N+](=O)[O-])cc2)no1	?	/
NNc1nc(C(F)(F)F)nc2ccccc12	4%	19
O=C(N/N=C/c1ccc(Sc2nc3ccccc3[nH]2)o1)c1ccncc1	-1%	-16
Cc1cc(Cl)ccc1OCc1nnc2n1CCCCC2	i	/
Cc1ccccc1NC(=O)Nc1ccc2c(c1)OCO2	i	/
Cc1cc(-c2nnc3n2CCCCC3)c(C)n1-c1ccccc1	1%	-3
COc1ccc(Cl)cc1NC(=O)COC(=O)CNC(=O)c1ccc([N+](=O)[O-])c(C)c1	-1%	7
O=C(Nc1ccc(-c2csc(Nc3cccc(C(F)(F)F)c3)n2)cc1)c1cc([N+](=O)[O-])cc(C(F)(F)F)c1	?	/
COc1ccc(CCn2c(N)c(S(=O)(=O)c3cccs3)c3nc4ccccc4nc32)cc1OC	?	/

Filtered by structure: the entries above with a furan ring, fused or not.
SMILES	Lipid storage S3	Lipid storage S3 cell count max
COc1ccc2[nH]c3c(c2c1)CCNC3c1ccc([N+](=O)[O-])o1 (stereo not drawn)	i	12
O=C1S/C(=C/c2ccc(N3CCOCC3)o2)C(=O)N1Cc1ccc(F)cc1	-1%	-9
O=C(N/N=C/c1ccc(Sc2nc3ccccc3[nH]2)o1)c1ccncc1	-1%	-16

(next part)
SMILES	Lipid storage S3	Lipid storage S3 cell count max
COc1ccc2c(c1)c(=O)c(C(=O)c1ccccc1)cn2Cc1ccc(C)cc1	?	/
CCN(CC)S(=O)(=O)c1ccc(N2CCCC2)c(NC(=O)C2=COCCO2)c1	?	/
CC(OC(=O)c1cc[n+]([O-])cc1)C(=O)Nc1ccc(C(N)=O)cc1 (stereo not drawn)	?	/
CCCCN(C(=O)c1ccc(S(=O)(=O)N2CCCC2)cc1)C1CCS(=O)(=O)C1 (stereo not drawn)	?	/
CC(C)N(C(=O)C(F)(F)F)C(C(=O)NC1CCCCC1)c1ccncc1 (stereo not drawn)	-1%	14
O=C(CN1C(=O)c2ccccc2C1=O)Nc1ccc(N2CCOCC2)cc1	?	/
Cc1ccc(S(=O)(=O)n2c3ccc(F)cc3c3nc(C)sc32)cc1	7%	/
Cc1ccc(-c2nnc3n2N=C(c2ccccc2)CS3)cc1	28%	-11
CCCN1C(=O)/C(=C/c2cc(C)n(C)c2C)SC1=Nc1ccc(OC)cc1	?	/
CCOC(=O)N1N=C(c2ccccc2)CC1(O)C(F)(F)F (stereo not drawn)	?	/
CCOC(=O)CSc1nnc(COc2cccc(C)c2)o1	?	/
COc1ccc(N(CC(=O)Nc2ccccc2C(N)=O)S(=O)(=O)c2ccc(C)c([N+](=O)[O-])c2)cc1	?	/
CCNc1cc(N2CCOCC2)nc(SC)n1	?	/
CC1=C(C(=O)N2CCN(c3cc(C)ccc3C)CC2)C2(CCCCC2)OC1=O	?	/
O=C(O)CCc1nn2cc(-c3ccccc3)nc2[nH]c1=O	-3%	5
Cn1c(=O)c2c(nc(NCc3ccccc3)n2CCCc2ccccc2)n(C)c1=O	?	/
Cc1cc(N2CCN(C)CC2)nc2ccc(NC(=S)N3CCN(c4cccc(Cl)c4)CC3)cc12	?	/
CN(C(=O)CS(=O)(=O)c1cccc(Cl)c1)c1ccccc1	?	/
CN(C)c1ccc(C=NCCC2(O)CCOC(C)(C)C2)cc1 (stereo not drawn)	6%	2
CCn1cc(/C=C/c2cc[n+](C)cc2)c2ccccc21	?	/
COc1cccc(NC(=O)NCc2cccn2C)c1	?	/
O=C(OCC1COc2ccccc2O1)c1c(F)cccc1F (stereo not drawn)	?	/
COCCCC1CCN(C(=O)C2CCC(=O)N(C3CCCCCC3)C2)CC1 (stereo not drawn)	i	-10
CCS(=O)(=O)c1nc(S(=O)(=O)c2ccc(Cl)cc2)c(NCCCN2CCOCC2)s1	?	/
O=[N+]([O-])/C(=C\Nc1ccccc1Cl)S(=O)(=O)c1ccccc1	?	/
COc1ccc(C(=O)NC(=S)Nc2ccc(N3CCOCC3)c(Cl)c2)cc1[N+](=O)[O-]	?	/
O=C1NCCN1CCNS(=O)(=O)c1ccc2ccccc2c1	4%	-20
CC(C)C(=O)N1CCN(c2ccc(NC(=O)c3ccc([N+](=O)[O-])o3)cc2Cl)CC1	?	/
Cc1ccsc1C(C(=O)NC1CCCCC1)N(C(=O)c1csnn1)C1CC1 (stereo not drawn)	?	/
O=C(NCc1cccs1)C(=O)NCC(c1ccco1)N1CCN(c2ccccc2)CC1 (stereo not drawn)	3%	4
Nc1[nH]n2c(=O)cc(-c3ccccc3)nc2c1N=Nc1ccc2c(c1)OCO2	?	/
CCN(CC)S(=O)(=O)c1ccc(-c2nnc3sc4cccc(C)c4n23)cc1	?	/
CSc1ncc(C(=O)Nc2ccc(C(C)=O)cc2)c(-c2ccccc2)n1	?	/
O=[N+]([O-])c1cccc(CNc2ccc3c(c2)CCC3)c1	?	/
CC(C)NS(=O)(=O)c1ccc(CCC(=O)N2CCC(C(N)=O)CC2)cc1	6%	15
CCOC(=O)c1c(NC(=O)CSc2nc3ccccc3c(=O)n2-c2ccccc2)sc(C(C)=O)c1C	?	/
CCOC(=O)C1CCCN(C(=O)C2CCN(S(=O)(=O)c3cccs3)CC2)C1 (stereo not drawn)	?	/
COc1ccccc1-c1cn[nH]c1-c1ccc(OCc2ccccc2)cc1O	?	/
CN(C)S(=O)(=O)c1ccc(N2CCCC2)c(C(=O)NCc2ccc(Cl)cc2)c1	?	/
O=C(NN1C(=O)C2C(C1=O)C1C=CC2C12CC2)c1cccnc1 (stereo not drawn)	3%	-1
COC(=O)/C=C/CC(C)OS(N)(=O)=O (stereo not drawn)	?	/
Cc1ccc(NC(=O)c2ccc(Cl)c(NC(=O)c3cccs3)c2)cc1	26µM*	18*
COc1ccc(CCN2C(=O)C3C4CC(C5C(C(=O)N/N=C\c6ccc(Cl)cc6)=NOC45)C3C2=O)cc1OC (stereo not drawn)	?	/
C=CCOC(=O)C1=C[C@@H](c2ccc(Br)cc2)C[C@@H](OCc2ccc(CO)cc2)O1	?	/
O=C1CC(C(=O)O)S/C(=N\NC(=O)c2ccc(F)cc2)N1 (stereo not drawn)	-18%	-4
CS(=O)(=O)c1ccc(-c2nn[nH]n2)cc1	?	/
O=[N+]([O-])c1ccc(CN2CCN(c3ccc(Cl)cc3)CC2)o1	i	14
Cc1ccc(C(c2sc3ncnn3c2O)N2CCCCC2)cc1 (stereo not drawn)	7%	-3
Fc1ccccc1/C=N/n1c(COc2ccccc2)n[nH]c1=S	?	/
CC(C)Cc1nnc(NC(=O)CCS(=O)(=O)c2ccc(Cl)cc2)s1	-9%	18

Next part:
SMILES	Lipid storage S3	Lipid storage S3 cell count max
Cc1cc(C)cc(C(=O)N(C)C2CCCN(Cc3ccccc3F)C2)c1 (stereo not drawn)	4%	-16
CCC(Cc1ccccc1)NC(=O)CCNS(=O)(=O)c1cc(Br)cnc1N (stereo not drawn)	i	6
Fc1cccc(-c2nnn3c2nc(Cl)c2ccccc23)c1	4%	9
CS(=O)CSc1nc2c(cc1C#N)CCCC2 (stereo not drawn)	?	/
O=C(NC1(O)C(=O)c2ccccc2C1=O)c1ccccc1	?	/
O=C(CN(CC1CCCO1)C(=O)CCC(=O)Nc1nccs1)NCC1CCCO1 (stereo not drawn)	?	/
CCc1noc(C)c1C(=O)Oc1ccc(N(C)S(=O)(=O)c2ccc(C)c(C)c2)cc1	?	/
COc1cc2c(-c3ccc(O)cc3)nc3c(c(C)nn3-c3ccccc3)c2cc1OC	?	/
Cc1cc(C(=O)CSc2nnc(-c3cccs3)n2Cc2ccccc2)c(C)n1C	?	/
COc1cc(OC)cc(C(=O)NCCn2ccc3ccccc32)c1	-1%[9.22 µM]	10
NC(=O)c1ccc(NC(=O)CSc2nc3ccccc3c(=O)n2CCCN2CCOCC2)cc1	?	/
CCCCc1ccc(/C(C)=N/NC(=O)C2CCCC2)cc1	?	/
NS(=O)(=O)c1ccc(NC(=O)CSc2nnc(NC3CC3)s2)cc1	?	/
CC(=O)c1nnn(-c2nc(N3CCCC3)nc(N(c3ccccc3)c3ccccc3)n2)c1C	?	/
Cc1noc(C)c1S(=O)(=O)N1CCC(C(=O)Nc2ccc(OC(F)(F)F)cc2)CC1	18µM*	-15*
CC(=O)Nc1ccccc1-c1nn[nH]n1	?	/
CCOc1ccccc1C(=O)Nc1ccccc1C(N)=O	i	8
COc1cccc(NC(=O)c2csc3c2CCCC3)c1	?	/
Cn1c(-c2ccc(=O)[nH]c2)nc2ccccc21	-12%	5
COc1ccc2sc(N(CCN(C)C)C(=O)c3ccc4ccccc4c3)nc2c1	i	-16
Cc1ccc(NC(=O)COC(=O)Cn2cnc3c2c(=O)n(C)c(=O)n3C)cc1Cl	i	/
O=C(Nc1ccc(N2CCCCC2)cc1)c1cccnc1Cl	?	/
Cc1noc(C)c1S(=O)(=O)N1CCCC(C(=O)N2CCN(C3CCCCC3)CC2)C1 (stereo not drawn)	-18%	/
Cc1cc(F)c(F)cc1C(=O)N1CCCC1	-6%	21
FC(F)(F)c1cccc(Cc2noc(CN3CCCC(CN4CCCC4)C3)n2)c1 (stereo not drawn)	-9%	-16
O=c1cc(-c2cccs2)oc2ccc(Cl)cc12	?	/
CCOc1ccc(N(CC(=O)NC2CCCC2)C(=O)CCC(=O)Nc2ccccn2)cc1	?	/
CCN(CC)C(=O)CSc1ncnc2c1nnn2-c1ccc(OC)cc1	?	/
COc1ccc(OC)c(S(=O)(=O)N(C)CC(=O)N2CCCCC2)c1	i	-12
CCCCn1c(SCC(=O)N2CCCCC2C)nc2cc(S(N)(=O)=O)ccc21 (stereo not drawn)	-1%	0
CCOC(=O)c1ccc(NC(=O)C(C)N2C(=O)c3ccccc3C2=O)cc1 (stereo not drawn)	?	/
O=C1CN(S(=O)(=O)c2ccccc2)CC(=O)N1CCc1ccccc1	?	/

3 entries out of the list, sorted by number of heavy atoms, rising.
SMILES	Lipid storage S3	Lipid storage S3 cell count max
O=C1CN(S(=O)(=O)c2ccccc2)CC(=O)N1CCc1ccccc1	?	/
CCN(CC)C(=O)CSc1ncnc2c1nnn2-c1ccc(OC)cc1	?	/
FC(F)(F)c1cccc(Cc2noc(CN3CCCC(CN4CCCC4)C3)n2)c1 (stereo not drawn)	-9%	-16

Record cards, from the list above. Order of screens: Lipid storage S3, Lipid storage S3 cell count max
CCOC(=O)c1c(NC(=O)CSc2nc3ccccc3c(=O)n2-c2ccccc2)sc(C(C)=O)c1C is listed with ?, /
CN(C)S(=O)(=O)c1ccc(N2CCCC2)c(C(=O)NCc2ccc(Cl)cc2)c1 is listed with ?, /
Cc1cc(N2CCN(C)CC2)nc2ccc(NC(=S)N3CCN(c4cccc(Cl)c4)CC3)cc12 is listed with ?, /
CCS(=O)(=O)c1nc(S(=O)(=O)c2ccc(Cl)cc2)c(NCCCN2CCOCC2)s1 is listed with ?, /
COc1ccc2c(c1)c(=O)c(C(=O)c1ccccc1)cn2Cc1ccc(C)cc1 is listed with ?, /
